Source: PubChem
M17LAP inhibition: P. falciparum M17LAP inhibitors, primary screen, biochemical, fluorogenic H-Leu-NHMec substrate, 1536-well (AID 1619); recombinant M17LAP, H-Leu-NHMec fluorogenic kinetic assay; higher % means a stronger effect; Leucine aminopeptidase (Plasmodium falciparum (isolate 3D7)); inhibition, % at 30 µM, or IC50 in µM where a hit was titrated; actives 0.38% (n = 220,000);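 active means compound inhibiting the enzyme by more than half at any dose during confirmatory dose-response retesting; inconclusive means strong single-dose inhibitors picked by rank but not retested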;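 further: plate controls were full reaction with DMSO carrier for no effect and no enzyme background for full effect; strong numbers were not always called active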
Siah-1 displacement: Siah-1 peptide-binding antagonists, primary screen, biochemical, fluorescence polarization, rhodamine-plectin, uHTS (AID 1817) | displacement, % at 20 µM; hits with a dose series show IC50 in µM | actives 0.02% (n = 290,000) | Siah-1 / rhodamine-plectin peptide fluorescence polarization; higher % means a stronger effect;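 active means displacement of at least 50% at 20 µM, with a fluorescence ratio check between 0.3 and a set limit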;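 further: plate controls were Siah plus tracer with DMSO for no effect and tracer alone without Siah for full effect; strong numbers were not always called active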
ER stress rescue: rescue of cells from ER stress-induced death, primary screen, 384-well, CSM14.1, thapsigargin, ATP luminescence (AID 1222). cellular ATP content (survival), % at 20 µM; hits with a dose series show EC50 in µM. 190,000 tested, under 10 active. CSM14.1 thapsigargin-induced death rescue, ATP luminescence; higher % means a stronger effect;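 active means EC50 below 50 µM in the dose-response confirmation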;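 further: death triggered by thapsigargin at about 15 µM added after 2 h compound pretreatment; cell ATP read after overnight thapsigargin exposure of roughly 18 to 22 hours; normalized against plate controls of thapsigargin alone and 5% DMSO vehicle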
Hep lipid drop: inhibitors of hepatocyte lipid droplet formation, primary screen, imaging, high-throughput imaging, BODIPY stain; actives 0.4% (n = 240,000); AML12 mouse hepatocytes, oleate lipid droplets; inhibition, % at 6.5 µM;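 active means lipid droplet intensity inhibited by at least 50%, with more than 500 cells counted; inconclusive means wells with under 300 cells, treated as cytotoxic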
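Material: mouse AML12 hepatocyte cell line, fixed after treatment; Timing: compound with oleate, overnight; Technique: high-content imaging of BODIPY-stained droplets and DAPI nuclei; Probe or stimulus: oleate, 100 µM final; Dosing: compound at 6.5 µM only.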
HEK293 NOD2/NF-kB: NOD2 signaling inhibitors, cell-based, luminescence, uHTS, HEK293 (AID 1566); HEK293 NOD2/NF-kB luciferase reporter, luminescence; higher % means a stronger effect; inhibition, % at 4 µM; hits with a dose series show EC50 in µM; actives 0.63% (n = 290,000); further: many of its hits are not listed in these tables
XIAP displacement: XIAP antagonists, biochemical, IAP family, fluorescence polarization (AID 1018) | E3 ubiquitin-protein ligase XIAP (Homo sapiens) | XIAP BIR domain, fluorescence polarization peptide displacement; higher % means a stronger effect | actives 0.007% (n = 200,000) | displacement, % at 20 µM, or IC50 in µM where a hit was titrated; in the data active means displacement above about 50%; further: a part of the inactive calls stands beside numbers as strong as those of hits
LYP phosphatase: inhibitors of LYP phosphatase, biochemical, fluorescence intensity, uHTS (AID 1779); Tyrosine-protein phosphatase non-receptor type 22 (Homo sapiens); recombinant LYP phosphatase, fluorescence intensity; higher % means a stronger effect; inhibition, % at 11.5 µM; hits with a dose series show IC50 in µM; actives 0.054% (n = 290,000);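 further: plate controls were vehicle with enzyme for no effect and no enzyme for full effect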
AID2073: inhibitors of Mint1-CaV2.2 protein interaction, biochemical, HTRF (AID 2073). Voltage-dependent N-type calcium channel subunit alpha-1B (Homo sapiens). HTRF protein-protein interaction, Mint1-CaV2.2; higher % means a stronger effect. inhibition, % at 20 µM; hits with a dose series show IC50 in µM. actives 0.19% (n = 290,000); in the data active means inhibition mostly above about 51%, no sharp cut-off; inconclusive means no clear call, values can overlap the other calls; inactive means mostly below about 53%; further: some results filed as inactive read as strong as hits
M1AAP inhibition: P. falciparum M1AAP inhibitors, biochemical, fluorogenic H-Leu-NHMec substrate, 1536-well (AID 1445); recombinant M1AAP, H-Leu-NHMec fluorogenic kinetic assay; higher % means a stronger effect; inhibition, % at 30 µM, or IC50 in µM where a hit was titrated; actives 0.42% (n = 220,000);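 active means primary inhibition above the hit cutoff, then over 50% inhibition at one or more dose response concentrations, cut at about 23% in these data, passing the limit was not always enough; inconclusive means conflicting primary data, or primary hits not chosen for dose response; inactive means low primary inhibition, or under 50% at every dose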;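 further: plate controls were DMSO full reaction for no effect and no enzyme background for full effect; strong numbers were not always called active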
Hep lipid drop cells 6.5 µM: also measured in Hep lipid drop; calls as there; cell count; measured here: cell count, cytotoxicity flag;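 cells counted across two imaged fields per well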
Numbers without * were called inactive; i = inactive; ? = inconclusive; / = no result given. Unless noted, no stated cut-off is given here; in the data, active means inhibition above about 50%; inactive means the rest. Some of the compounds tested; the hit share may differ from the screen's.

SMILES	M17LAP inhibition	Siah-1 displacement	ER stress rescue	Hep lipid drop	Hep lipid drop cells 6.5 µM	HEK293 NOD2/NF-kB	XIAP displacement	LYP phosphatase	AID2073	M1AAP inhibition
COc1cccc(NC(=O)N2CCN(c3cccc(C)c3C)CC2)c1	2%	-3%	/	17	550	-19%	-3.8%	4%	-5%	0%
O=C(CSc1nnc(NC(=O)C2CC2)s1)Nc1ccc2c(c1)OCCO2	22%	3%	-1.9%	3	604	6%	-3.6%	-4%	25%	1%
O=C(O)C1CCN(S(=O)(=O)c2cccs2)CC1	/	6%	/	0	745	12%	/	-11%	22%	/
O=C1C2CC=C(Cl)CC2C(=O)N1CCCCCCN1C(=O)C2CC=C(Cl)CC2C1=O (stereo unspecified)	37µM*	32%	8.0%	-9	770	11%	4.5%	2%	23%	5%
O=C(Oc1ccc2c(c1)O/C(=C\c1ccncc1)C2=O)c1cccs1	23%	1%	/	6	472	-5%	/	-2%	-35%	5%
COc1cccc(NC(=O)c2cc(Cl)nnc2Cl)c1	11%	5%	-0.6%	1	666	-7%	-5.6%	-6%	7%	2%
CN(CC(=O)Nc1ccccn1)S(=O)(=O)c1ccc(Cl)cc1	2%	-9%	-1.0%	2	755	2%	0.1%	-2%	3%	3%
Cc1n[nH]c(=S)n(NC(=O)/C=C/C(=O)Nn2c(=S)[nH]nc(C)c2=O)c1=O	29%	34%	-1.0%	10	757	0%	-6.8%	-3%	63%	?
O=C(c1cn(-c2ccccc2)nc1-c1ccc(Br)cc1)N1CCOCC1	13%	6%	-1.4%	2	738	-5%	-0.2%	-8%	-3%	1%
CCN1C(=O)/C(=C/c2c(C)nn(C)c2C)SC1=S	11%	-2%	-2.3%	-1	640	10%	-6.9%	0%	-27%	3%
Cc1cc(N2C(=O)C3CCC(c4ccccc4)CC3C2=O)no1 (stereo unspecified)	0%	5%	-0.1%	-3	662	1%	0.5%	-2%	-5%	6%
O=C(Nc1cccnc1)/C(N=Nc1cccnc1)=C(\O)c1ccccc1	5%	-4%	5.9%	15	661	3%	-0.2%	-2%	4%	8%
Cc1cccc(NN=C2c3ccccc3-c3ccccc32)c1	13%	-2%	-1.9%	4	505	8%	-5.2%	-6%	-4%	1%
Cc1cccc(C)c1NC(=O)COC(=O)CCc1ccc(S(=O)(=O)N2CCCCC2)cc1	8%	1%	-0.8%	6	671	10%	-2.4%	-7%	-5%	31%
C=CCOc1ccc(/C=C2\SC(=Nc3cccnc3)NC2=O)cc1	-8%	8%	/	-20	653	-15%	/	-9%	23%	1%
O=C(O)c1cccc(NC(=O)c2ccc3c(c2)C(=O)N(c2ccccc2)C3=O)c1	/	2%	/	2	393	6%	/	-2%	-2%	/
COc1ccc(-c2c(C#N)c(SCC(=O)c3cc4ccccc4oc3=O)nc(C)c2C(=O)Nc2ccccc2)cc1	-14%	7%	0.9%	13	628	-4%	-5.6%	-2%	29%	12%
Cc1ccc(Cl)cc1NC(=O)COC(=O)CC(C)(C)C	15%	3%	-2.3%	-16	706	-10%	-6.3%	-2%	-2%	7%
COc1ccc(CCNS(=O)(=O)c2ccc3c(c2)n(C)c(=O)c(=O)n3C)cc1OC	14%	-2%	2.0%	/	/	8%	-0.5%	-5%	6%	3%
CC1=C(C(=O)Nc2ccc(C)cc2C)C(c2cccc(Cl)c2)n2nc(C(=O)OC(C)C)nc2N1 (stereo unspecified)	3%	7%	0.5%	/	/	-13%	-0.5%	-2%	-6%	2%
C=CCN(c1ccccc1)S(=O)(=O)c1ccc2c(c1)NC(=O)C(C)S2 (stereo unspecified)	/	-1%	/	-6	711	-8%	/	-9%	3%	/
Cc1cc(=O)oc2cc(OCCSCCN3CCCCC3)ccc12	2%	2%	/	-35	662	9%	/	3%	10%	13%
COc1ccccc1N1CCN(Cc2nc(-c3ccc(F)cc3)oc2C)CC1	-2%	-1%	-0.4%	2	780	-1%	-6.7%	-7%	-16%	6%
CC(=O)N(CCC(c1ccccc1)c1ccco1)Cc1cccs1 (stereo unspecified)	11%	-3%	-0.3%	/	/	1%	-6.0%	1%	-3%	5%
CCCCNC(=O)c1ccc(S(=O)(=O)c2ccc(Cl)cc2)c(NC(C)=O)c1	13%	-4%	0.7%	-13	782	19%	-21%	-13%	-1%	14%
O=C(Nc1ncc2c(n1)-c1ccccc1OC2)c1ccccc1Cl	-14%	2%	-0.1%	/	/	4%	0.1%	-14%	15%	2%
CC(C)(C)c1ccc(OCc2ccc(C(=O)N/N=C/c3ccc(O)c(O)c3)cc2)cc1	4%	16%	3.5%	23	669	14%	-4.3%	5%	57%*	10%
Cc1ccc(CCNC(=O)C2CCC(=O)N2CCc2ccccc2)cc1 (stereo unspecified)	/	-2%	/	31	405	10%	/	-6%	5%	/
CC(C)c1cc(C(=O)Nc2cccnc2)no1	7%	-1%	-2.4%	3	800	-63%	-7.4%	-9%	-3%	4%
Cc1ccc([N+](=O)[O-])c(NC2OC(CO)C(O)C2O)c1 (stereo unspecified)	-4%	-2%	-1.1%	5	710	10%	-6.8%	3%	4%	5%
CNCCCOc1cc(C)cc(C)c1C	8%	7%	-3.1%	0	509	12%	-6.5%	-2%	-5%	2%
C=CCc1ccccc1OCC(O)CN1C(=O)c2ccccc2C1=O (stereo unspecified)	/	7%	/	-11	811	-15%	/	-5%	-10%	/
CCO[C@@H]1OC(C(=O)O)=C[C@H](c2coc3ccccc3c2=O)[C@H]1CCCO	0%	2%	0.7%	24	730	4%	-4.1%	-6%	5%	4%
CCCN1CCC(=O)N(CCSc2ccc(OC)cc2)CC1	14%	1%	/	-2	718	-52%	/	-7%	3%	-6%
N#CC1=C(Nc2ccccc2)SC=C(c2ccc(Cl)c(Cl)c2)N=C1N1CCOCC1	2%	-4%	-3.2%	/	/	11%	-6.4%	-4%	-3%	5%
CCCCCCCNc1cccc(C)c1	4%	13%	/	2	718	21%	/	-2%	-3%	4%
COc1cc(-c2nc(-c3ccccc3)c(-c3cccs3)[nH]2)cc(OC)c1OC	-1%	3%	0.3%	3	746	-8%	-2.2%	-5%	14%	2%
O=C(CSc1ccc(/C=N/NC(=O)c2cccc(F)c2)o1)Nc1ccccc1	2%	1%	-0.4%	4	689	-29%	-5.9%	5%	18%	9%
CCCCn1nnc(NC(=S)NC(=O)c2ccc(OCC)c([N+](=O)[O-])c2)n1	/	-2%	/	-17	580	13%	/	-7%	-14%	/
CCOC(=O)C1=c2s/c(=C\c3cccnc3)c(=O)n2C(N)=C(C(=O)OC)C1c1cccnc1 (stereo unspecified)	-6%	0%	0.3%	-8	755	-7%	-21%	-4%	30%	-3%
C/C(=N\NC(=O)c1cccc(Cl)c1)c1cccc(NC(=O)c2ccco2)c1	1%	6%	-1.6%	-1	678	18%	3.4%	-10%	-4%	5%
Cc1nc(=S)c2ccccc2[nH]1	20%	-5%	-1.1%	14	766	14%	-1.3%	-6%	-11%	16%
O=C(CN1CCN(S(=O)(=O)/C=C/c2ccccc2)CC1)Nc1ccccc1N1CCOCC1	-9%	13%	/	-2	712	15%	/	-4%	4%	4%
O=C(CCNC(=O)Cn1ccc2ccccc2c1=O)NCCc1ccccc1Cl	-7%	10%	-1.5%	7	682	7%	-7.9%	-7%	28%	7%
O=C(Nc1ccc(F)cc1)c1cccnc1	/	7%	/	10	832	0%	/	-3%	4%	/
CCc1cc(=O)oc2c(C)c(OCC(=O)NCCCn3ccnc3)ccc12	/	3%	/	-31	718	-16%	/	-4%	-2%	/
O=C(O)c1ccc2nc(C(F)(F)F)[nH]c2c1	0%	-5%	-2.2%	-11	722	8%	-0.4%	-5%	6%	0%
CN(c1ccccc1)S(=O)(=O)c1cccc(NC(=O)CC(C)(C)C)c1	8%	2%	-5.3%	-9	613	10%	-63%	-4%	11%	4%

Just Hep lipid drop, AID2073 and M1AAP inhibition, for 3 of the compounds above:
Compound	Hep lipid drop	AID2073	M1AAP inhibition
O=C(CSc1ccc(/C=N/NC(=O)c2cccc(F)c2)o1)Nc1ccccc1	4	18%	9%
CCCCn1nnc(NC(=S)NC(=O)c2ccc(OCC)c([N+](=O)[O-])c2)n1	-17	-14%	/
CCOC(=O)C1=c2s/c(=C\c3cccnc3)c(=O)n2C(N)=C(C(=O)OC)C1c1cccnc1 (stereo unspecified)	-8	30%	-3%

The listing continues.
SMILES	M17LAP inhibition	Siah-1 displacement	ER stress rescue	Hep lipid drop	Hep lipid drop cells 6.5 µM	HEK293 NOD2/NF-kB	XIAP displacement	LYP phosphatase	AID2073	M1AAP inhibition
Oc1c(Cl)cc(Cl)cc1/C=N/c1ncn[nH]1	/	3%	/	4	880	-15%	/	-1%	-12%	/
O=C(NCCN1CCOCC1)c1ccc(CS(=O)(=O)c2ccc(Cl)cc2)o1	-4%	-2%	-2.1%	/	/	12%	-1.7%	-12%	0%	1%
CCOc1cc(/C=N/NC(=O)COc2ccc(Cl)cc2)ccc1OS(=O)(=O)c1ccccc1	-6%	-4%	0.2%	-27	816	-34%	-4.0%	8%	3%	8%
O=c1oc2c(CN3CCOCC3)c(O)ccc2c2c1CCCC2	i	-2%	1.4%	/	/	0%	-1.3%	-32%	28%	24µM*
CCc1ccc(CC)c(S(=O)(=O)Nc2ccc(C(=O)O)c(O)c2)c1	-24%	-4%	/	-40	631	12%	-2.0%	-5%	5%	-2%
COCCCNC(=O)CCCn1c(=O)c2ccccc2n(CC(=O)Nc2c(C)cccc2C)c1=O	2%	4%	/	-11	663	-1%	-3.0%	1%	-2%	6%
O=C(Nc1ccc(Cc2ccncc2)cc1)C1CCC(N2C(=O)C3CCCCC3C2=O)CC1 (stereo unspecified)	-7%	12%	1.4%	6	656	16%	14%	-5%	-5%	10%
COc1ccc(C(=O)NC(C)C2CC3CCC2C3)cc1 (stereo unspecified)	/	4%	/	-11	788	4%	/	-4%	3%	/
COc1ccc(CC(=O)N2CCC(c3ccccc3)C2)cc1 (stereo unspecified)	1%	2%	-1.1%	5	658	-20%	-7.4%	-4%	2%	6%
Cc1ccc2nc(Nc3nc(-c4ccccc4)cc(=O)[nH]3)nc(C)c2c1	-9%	11%	4.3%	/	/	34%	-12%	-2%	0%	-2%
